Screening data: PubChem, several laboratories
TRPML3 agonist – human mucolipin-3 channel agonism; 0.29% of 220,000 active; AID 1448; HEK293 TRPML3-YFP, Fluo-8 calcium fluorescence; 100% = the carbachol control signal; activation, % at 3 µM; Q8TDD5;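 active = activation above its plate's cutoff, the mean activation of the plate's test wells plus 3 SD, cut at about 12% in these data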;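 note: 0% = DMSO only wells and 100% = carbachol wells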
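Test system: HEK293 cells stably carrying human TRPML3-YFP; Doses: single dose, 3 µM final nominal compound, 0.3% DMSO final; Schedule: dye loading 1 h 37 °C then 30 min ambient, 125 s read; Technique: Fluo-8 calcium fluorescence; Benchmarks: high control carbachol 87 µM, low control DMSO.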
EP2 modulator – EP2 receptor (human) modulation. P43116. EP2-expressing cells, cAMP HTRF FRET, PGE2 co-stimulation. induction, % at 25 µM. 0.83% of 260,000 active. AID 940;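 active = compounds whose cAMP rise, as percent of the full-agonist control response, exceeds 60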;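 note: rat C6 glioma line stably carrying human EP2 under a CMV promoter; the protocol text gives 20 µM as final concentration; 100% = response of wells given 1 µM PGE2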
Target sequence (P43116 whole entry, looked up): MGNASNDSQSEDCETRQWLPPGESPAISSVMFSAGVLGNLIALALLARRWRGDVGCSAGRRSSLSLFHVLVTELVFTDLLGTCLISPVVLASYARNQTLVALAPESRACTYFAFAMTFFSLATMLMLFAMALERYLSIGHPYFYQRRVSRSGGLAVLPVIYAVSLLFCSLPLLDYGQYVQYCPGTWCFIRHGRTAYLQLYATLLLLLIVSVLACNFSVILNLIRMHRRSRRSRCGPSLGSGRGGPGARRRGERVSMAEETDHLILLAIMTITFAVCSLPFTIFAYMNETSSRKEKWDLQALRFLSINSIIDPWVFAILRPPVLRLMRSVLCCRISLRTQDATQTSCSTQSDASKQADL
S1P4 ag – human S1P4 receptor agonism. S1P4-expressing cell line, agonist reporter assay. activation, % at 4.98 µM. 0.35% of 220,000 active. O95977; in the data active = activation above about 11%;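 note: 0% = DMSO vehicle and 100% = reference agonist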
TRPN1 ag – activates the zebrafish TRPN1 channel; HEK293 zebrafish TRPN1-YFP, Fluo-8 calcium fluorescence; 100% = response to 87 µM carbachol; activation, % at 3 µM; 0.18% of 220,000 active; AID 1424;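 active = activation above its plate's cutoff, the mean activation of test wells on that plate plus 3 SD, cut at about 19% in these data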;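 note: 0% = DMSO alone and 100% = 87 µM carbachol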
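Material – zebrafish TRPN1-YFP in HEK293 cells · Doses – 3 µM single point · Schedule – dye 1 h 37 °C plus 30 min RT · Signal – Fluo-8 calcium fluorescence, excitation 470-495 nm, emission 515-575 nm · Read-out – % activation versus carbachol response · Control set – carbachol high, DMSO low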
NPY1 pot ag – potentiators or agonists of human neuropeptide Y receptor Y1; NPY-Y1 expressing cells, potentiator/agonist activation; activation, % at 3.6 µM; P25929; 0.37% of 220,000 active; AID 1304; in the data active = activation above about 33%, passing the limit was not always enough;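 note: cells stimulated with NPY at EC10 then isoproterenol at EC100; 0% = low agonist plus stimulus and 100% = saturating agonist plus stimulus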
Target sequence (P25929 whole entry, looked up): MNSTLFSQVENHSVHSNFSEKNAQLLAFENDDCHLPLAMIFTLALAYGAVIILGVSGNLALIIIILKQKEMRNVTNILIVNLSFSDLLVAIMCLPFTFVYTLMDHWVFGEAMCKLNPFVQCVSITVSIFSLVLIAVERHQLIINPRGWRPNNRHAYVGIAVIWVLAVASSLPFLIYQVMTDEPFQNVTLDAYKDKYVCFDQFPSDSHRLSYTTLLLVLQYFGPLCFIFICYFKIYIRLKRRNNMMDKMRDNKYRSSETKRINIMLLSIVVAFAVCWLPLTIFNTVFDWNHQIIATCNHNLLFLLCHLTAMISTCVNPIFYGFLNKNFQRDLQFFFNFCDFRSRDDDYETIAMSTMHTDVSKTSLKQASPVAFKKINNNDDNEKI
NPY2 pot ag – human NPY-Y2 potentiation or agonism, primary screen; AID 1359; 0.45% of 220,000 active; cells expressing NPY-Y2, potentiator/agonist read-out; activation, % at 3.6 µM; P49146; in the data active = activation above about 27%;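 note: cells stimulated with NPY near EC25 plus isoproterenol at EC100; 0% = vehicle plus submaximal agonist and 100% = vehicle plus saturating agonist; some results beyond the cut were filed as inactive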
NPY-Y1 antag – blocks the human neuropeptide Y Y1 receptor; HEK293-CNG Y1 cells, membrane potential fluorescence; NPY at EC95, then isoproterenol; 1% of 200,000 active; inhibition, % at 3.6 µM;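 active = inhibition above the campaign mean inhibition of all tested compounds plus 3 SD, cut at about 20% in these data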;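 note: 0% = DMSO wells given NPY plus isoproterenol and 100% = isoproterenol alone without NPY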
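material = HEK293 cells with Y1 receptor plus CNG channel | also added = NPY 25 nM then isoproterenol 1 µM plus Ro 20-1724 25 µM | schedule = dye 3 h, compound 60 min room temperature, stimulation 45 min | measured by = membrane potential fluorescence | benchmarks = high control isoproterenol alone, low control NPY with isoproterenol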
S1P4 antagonist – human S1P4 receptor antagonism | inhibition, % at 4.98 µM | 0.26% of 220,000 active | S1P4-expressing cells, antagonist mode, reporter read-out; in the data active = inhibition above about 29%;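 note: 0% = wells stimulated with agonist and 100% = vehicle wells without agonist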
CHOP inhibitor – blocks CHOP induction under ER stress; CHO-K1 CHOP-promoter luciferase, tunicamycin-induced, 15-18 h; AID 2732; 3.8% of 220,000 active; inhibition, % at 10 µM;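 active = compounds that reduced the stress-induced luciferase reporter signal by more than about 70% of percent inhibition, limit read from the data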;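 note: 0% = tunicamycin plus vehicle and 100% = wells without tunicamycin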
Active calls of the source: *; x = no result given.

[1] COc1ccc(NS(=O)(=O)c2ccc(NC(=O)c3ccc(Br)cc3)cc2)nn1
[2] CCOC(=O)/C(=C/c1ccco1)NC(=O)c1ccc(Br)o1
[3] Cc1cc(NS(=O)(=O)c2ccc(NC(=O)CCc3ccccc3)cc2)no1
[4] Cc1ccc(S(=O)(=O)Nc2ccc(Cl)cc2)cc1NC(=O)Cn1cnc2c1c(=O)n(C)c(=O)n2C
[5] O=C(c1ccco1)N1CCN(Cc2cn[nH]c2-c2ccc(F)cc2F)CC1

Assay by compound	1	2	3	4	5
TRPML3 agonist	0.7	-0.3	0.8	-0.2	1.3
EP2 modulator	36	-22	4	11	-8
S1P4 ag	-1.1	2.2	-0.5	-0.5	-0.8
TRPN1 ag	-0.8	-0.3	0.5	-0.7	-0.6
NPY1 pot ag	14	-7	6	-15	4
NPY2 pot ag	2	-9	1	0	8
NPY-Y1 antag	-2	-2	0	-1	-1
S1P4 antagonist	-10	4	1	-1	0
CHOP inhibitor	24	-7	24	5	3

[6] O=C(COc1ccccc1N1C(=O)c2ccccc2C1=O)c1ccc(Cl)cc1
[7] CCc1ccc(NC(=S)NCC2CCCN2CC)cc1 (stereo not given)
[8] C=CCNC(=O)c1scc2c1CCCC2
[9] CCCC1N2CC3([N+](=O)[O-])CN1CC([N+](=O)[O-])(C2)C3(C)C (stereo not given)
[10] O=c1oc2c(CN3CCOCC3)c(O)ccc2c2c1CCC2

Assay by compound	6	7	8	9	10
TRPML3 agonist	0.0	0.8	0.4	0.7	0.6
EP2 modulator	15	-27	13	21	13
S1P4 ag	-0.5	0.5	0.6	1.1	1.1
TRPN1 ag	1.9	-1.0	-0.3	0.8	0.5
NPY1 pot ag	-14	-1	4	-10	7
NPY2 pot ag	-6	17	17	-5	-2
NPY-Y1 antag	10	2	-1	-4	7
S1P4 antagonist	3	-7	-5	-8	1
CHOP inhibitor	15	17	16	12	14

[11] COc1ccc2c(c1OC)C(=O)N(c1ccc(C)cc1)C2=O
[12] COC(=O)Cn1c(=O)c(=O)n(CC(=O)OC)c2ccccc21
[13] Cc1cccc(NC(c2ccc(O)cc2)c2ccc3ccc(C)nc3c2O)n1 (stereo not given)
[14] O=C(CNS(=O)(=O)c1ccccc1)NCC(=O)OCc1ccc(C(=O)c2ccccc2)cc1
[15] CCCOC(=O)c1sc2nc3c(cc2c1N)C(=O)CCC3

Assay by compound	11	12	13	14	15
TRPML3 agonist	0.7	1.0	1.0	1.1	-0.2
EP2 modulator	-1	2	-1	10	11
S1P4 ag	-0.7	-0.1	1.8	1.7	0.4
TRPN1 ag	1.6	-0.2	1.8	6.1	0.0
NPY1 pot ag	13	-4	-3	-13	-7
NPY2 pot ag	6	-6	-12	-1	-3
NPY-Y1 antag	-3	2	1	-1	-1
S1P4 antagonist	-12	-8	0	-24	0
CHOP inhibitor	-15	-6	-76	31	58

[16] Cc1cc2ncn(C(=O)c3c(-c4c(Cl)cccc4Cl)noc3C)c2cc1C
[17] CCOC(=O)C1=C(CSc2nc(C)cc(C)c2C#N)OC(N)=C(C#N)C1c1cccs1 (stereo not given)
[18] COc1ccccc1N1C(=S)NC2CS(=O)(=O)CC21 (stereo not given)
[19] CSc1nsc(/C=C/Nc2ccc(F)cc2F)c1C#N
[20] COC(C#CCCN(C)C)(c1ccccc1)c1ccccc1

Assay by compound	16	17	18	19	20
TRPML3 agonist	0.7	8.7	0.4	0.3	0.8
EP2 modulator	37	-12	4	-24	27
S1P4 ag	0.1	0.4	-1.3	1.3	0.9
TRPN1 ag	1.5	5.8	2.9	0.1	1.0
NPY1 pot ag	-7	8	-13	9	-32
NPY2 pot ag	-3	2	5	-1	-18
NPY-Y1 antag	0	4	x	2	3
S1P4 antagonist	-3	10	3	1	-11
CHOP inhibitor	74*	13	25	-3	39

[21] Cc1oc(C)c(S(=O)(=O)NCc2cccs2)c1C(=O)O
[22] COc1ccc(N(CC(=O)Nc2ccc3c(c2)OCO3)S(=O)(=O)c2c(C)nn(C)c2C)cc1
[23] CCc1ccc(Oc2nc([N+](=O)[O-])nn2C)cc1
[24] CC(NC(=O)c1cc(=O)[nH]c2ccc(Br)cc12)c1ccccc1 (stereo not given)
[25] Nc1c([N+](=O)[O-])c(=O)oc2ccccc12

Assay by compound	21	22	23	24	25
TRPML3 agonist	0.4	1.1	-0.2	-0.2	0.8
EP2 modulator	6	7	-6	-22	-2
S1P4 ag	0.2	1.4	-0.9	1.6	0.3
TRPN1 ag	1.8	0.9	0.3	0.8	1.0
NPY1 pot ag	2	-14	-4	5	11
NPY2 pot ag	-9	20	4	3	-6
NPY-Y1 antag	x	-2	4	-1	0
S1P4 antagonist	1	-8	-5	-21	-7
CHOP inhibitor	4	-5	5	24	-15

Entries of single compounds, looked up by structure. Order of screens: TRPML3 agonist, EP2 modulator, S1P4 ag, TRPN1 ag, NPY1 pot ag, NPY2 pot ag, NPY-Y1 antag, S1P4 antagonist, CHOP inhibitor
COC(C#CCCN(C)C)(c1ccccc1)c1ccccc1 across the screens: 0.8, 27, 0.9, 1.0, -32, -18, 3, -11, 39
CCOC(=O)/C(=C/c1ccco1)NC(=O)c1ccc(Br)o1 across the screens: -0.3, -22, 2.2, -0.3, -7, -9, -2, 4, -7
COC(=O)Cn1c(=O)c(=O)n(CC(=O)OC)c2ccccc21 across the screens: 1.0, 2, -0.1, -0.2, -4, -6, 2, -8, -6
O=C(CNS(=O)(=O)c1ccccc1)NCC(=O)OCc1ccc(C(=O)c2ccccc2)cc1 across the screens: 1.1, 10, 1.7, 6.1, -13, -1, -1, -24, 31

(next part)
[26] O=C(Nc1ccc(-c2cn3ccccc3n2)cc1)c1cccs1
[27] Cc1ccc(NC(=O)CCC(=O)O)cc1F
[28] OC(c1ccccn1)(c1ccccn1)c1ccccn1
[29] COc1cc(C2Nc3ccc4ncccc4c3C3=C2C(=O)CCC3)cc(OC)c1O (stereo not given)
[30] NS(=O)(=O)c1ccc(CCNC(=O)NC2(C(F)(F)F)Oc3ccccc3O2)cc1

Assay by compound	26	27	28	29	30
TRPML3 agonist	-0.5	1.2	-0.2	0.3	-0.4
EP2 modulator	-69	-11	13	17	18
S1P4 ag	0.8	-1.0	0.1	1.5	-3.4
TRPN1 ag	2.6	0.6	0.4	-0.4	0.5
NPY1 pot ag	-6	-6	-16	-10	0
NPY2 pot ag	-8	1	-14	-2	1
NPY-Y1 antag	1	-8	-1	0	2
S1P4 antagonist	2	-21	-3	7	16
CHOP inhibitor	-16	39	19	x	11

[31] COCCn1c(=NC(=O)/C=C/c2ccccc2Cl)sc2cc(NC(C)=O)ccc21
[32] Cc1ccc(-c2noc(CSc3nnc(-c4ccncc4)n3-c3ccc(C)cc3)n2)cc1
[33] CCOC(=O)C1CCN(CCC(=O)Nc2ccccc2Cl)CC1
[34] CCCN(CC1CC1)C(=O)CSc1nnc(-c2cc(-c3cccs3)nc3ccccc23)o1
[35] COc1cc(NC(=O)C2CC2)c(OC)cc1NC(=O)CCC(=O)NC1CCN(Cc2ccccc2)CC1

Assay by compound	31	32	33	34	35
TRPML3 agonist	0.0	-0.4	0.9	0.4	0.4
EP2 modulator	-3	15	10	19	7
S1P4 ag	-0.4	-1.7	-3.2	0.1	1.7
TRPN1 ag	3.4	-0.7	-0.4	1.0	-0.5
NPY1 pot ag	-13	-14	-18	-18	3
NPY2 pot ag	3	-20	-21	-13	2
NPY-Y1 antag	1	12	-3	6	1
S1P4 antagonist	-35	-6	-5	0	-15
CHOP inhibitor	-16	36	19	5	15

[36] CC(C)=C(NC(=O)c1ccccc1)C(=O)NCCCC(=O)O
[37] Cc1ccc(-c2nc3n(n2)Cc2ccccc2-3)cc1
[38] O=C(Nc1ccc2oc(-c3ccncc3)nc2c1)c1ccc2c(c1)OCCO2
[39] COc1ccc(Nc2nc(N)nc(CSCCO)n2)cc1
[40] Cc1nc(SCC(=O)NCc2ccco2)c2c(C)c(C)sc2n1

Assay by compound	36	37	38	39	40
TRPML3 agonist	0.4	2.1	1.4	0.8	1.5
EP2 modulator	11	5	-8	25	-9
S1P4 ag	0.8	-2.2	2.3	-0.6	-1.1
TRPN1 ag	1.5	-0.6	4.9	2.5	-0.4
NPY1 pot ag	9	-3	23	28	-3
NPY2 pot ag	14	-10	5	3	1
NPY-Y1 antag	-2	-5	x	-2	5
S1P4 antagonist	1	-13	-18	13	-20
CHOP inhibitor	-14	25	-9	17	5

[41] Cc1ccc(NC(=O)c2ccc(OCc3c(C)noc3C)cc2)cc1
[42] O=C(Cn1nc(C(=O)O)c2ccccc2c1=O)Nc1nc(-c2ccccc2)cs1
[43] CCn1c2ccccc2c2cc(CN3CCN(C(=O)c4ccco4)CC3)ccc21
[44] CCOC(=O)N1CCN(C(=O)c2ccccc2Oc2ccccc2)CC1
[45] O=C(CSc1ccc(-c2ccco2)nn1)NCc1ccc(Cl)cc1

Assay by compound	41	42	43	44	45
TRPML3 agonist	2.4	0.7	-0.8	-0.7	-0.1
EP2 modulator	-53	-34	-30	7	5
S1P4 ag	-1.6	-0.3	0.8	4.0	2.1
TRPN1 ag	7.0	1.0	-1.2	0.5	-2.9
NPY1 pot ag	3	-26	-14	-17	-37
NPY2 pot ag	9	-37	-15	-8	-4
NPY-Y1 antag	x	x	15	7	2
S1P4 antagonist	7	1	-5	-12	-6
CHOP inhibitor	3	-3	14	-1	12

[46] CC1(C)CC(NC(=S)NCc2ccco2)CC(C)(C)N1
[47] CC1(C)CC(=O)c2c(Cc3ccccc3)noc2C1
[48] CC1=NNC(=O)C1C(c1cccc(O)c1)C(C#N)C#N (stereo not given)
[49] Cc1cc(C)cc(C(=O)N(c2ccccn2)C(C)c2ccco2)c1 (stereo not given)
[50] CCCCOP(=O)(OCCCC)C(O)c1ccc(Br)cc1 (stereo not given)
[51] CCOc1ccc(NS(=O)(=O)c2ccc(C)c(C(N)=O)c2)cc1

Assay by compound	46	47	48	49	50	51
TRPML3 agonist	1.0	1.0	0.9	-0.1	0.9	0.4
EP2 modulator	-20	9	-7	24	26	-39
S1P4 ag	-0.2	-1.9	1.3	0.6	-2.2	-0.5
TRPN1 ag	0.3	1.0	1.8	0.3	0.8	0.7
NPY1 pot ag	30	-14	13	-5	1	10
NPY2 pot ag	12	11	10	-8	10	0
NPY-Y1 antag	4	0	x	0	12	0
S1P4 antagonist	-2	-7	9	-3	-14	-14
CHOP inhibitor	22	15	20	-10	46	17
